SW480 rerep: inducers of DNA re-replication in SW480 colon cancer cells; SW480 DNA re-replication, Hoechst DNA content imaging, 48 h; Potency, µM (top dose mostly 46.1 µM), without a hit: at the top dose re-replication activation, usual class: activators; 340,000 tested, 1.8% active; note: potency is the fitted concentration of half-maximal effect; % of control where 0% means no effect; nearly all actives have a fitted effect of over 55% in size
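DNA re-replication was detected as more nuclei of elevated Hoechst intensity after 48 hr exposure to compound (23 nL pinned per well of 250 cells).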
MCF10A rerep: inducers of DNA re-replication in MCF 10A breast cells; Potency, µM (top dose mostly 46.1 µM), for inactives: at the highest dose activity, positive = re-replication, actives largely listed as activators; MCF 10A DNA re-replication, Hoechst nuclear intensity, 48 h; 350,000 tested, 2.9% active; note: potency is the fitted concentration of half-maximal effect; % of control where 0% means no effect; nearly all actives have a fitted effect of over 50% in size
ATXN2 expr inh: inhibitors of ATXN2 expression. HEK-293 ATXN2-luciferase reporter, luminescence, 24 h. Potency, µM (top dose mostly 57 µM), inactives show at the highest dose activity change, negative = inhibition, hits mostly inhibitors. 360,000 tested, 0.72% active. AID 1745845; note: potency is the fitted concentration of half-maximal effect; % is set by controls: 0 for no effect and ±100 for the full control effect; nearly all actives have a fitted effect of over 55% in size
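qHTS (up to 57 uM final) was run with 24 h compound exposure of reporter cells at 37 °C. Each well was multiplexed: SteadyGlo luminescence measured ATXN2-luciferase expression after a fluorogenic Gly-Phe-AFC viability readout (25 uM final).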
HT1080NT lethal: kills 2HG-producing HT-1080-NT fibrosarcoma cells. 360,000 tested, 1.6% active. Potency, µM (doses to about 46.1 µM), for inactives: top-dose activity, negative = less viability, usual class: cytotoxic. HT-1080-NT fibrosarcoma viability, CellTiter-Glo ATP luminescence, 48 h;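 note: NT is the 2HG producing partner of a matched IDH1 knockdown line; potency is the fitted concentration of half-maximal effect; 0% = DMSO-treated cells and -100% = media-only wells without cells; nearly all actives have a fitted effect of over 55% in size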
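Fibrosarcoma NT cells, 750 per well in 5% FBS RPMI, were exposed to compound for 48 hours. Viability: CellTiter-Glo luminescence.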
KB-3-1 cytotox: kills parental KB-3-1 adenocarcinoma cells; Potency, µM (highest dose often 46.1 µM), inactives show at the top dose activity change, negative = cytotoxic, actives largely listed as cytotoxic; 400,000 tested, 1.4% active; KB-3-1 viability, CellTiter-Glo ATP luminescence, 72 h; note: potency is the fitted concentration of half-maximal effect; % is set by controls: 0 for no effect and ±100 for the full control effect; nearly all actives have a fitted effect of over 60% in size
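Using CellTiter-Glo luminescence, growth of non-resistant KB-3-1 adenocarcinoma cells is assessed 72 h after pin-tool compound addition at 37 °C. Normalized responses across the concentration series yield fitted curves.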
HT1080 IDH1KD tx: toxicity to HT-1080 IDH1 knockdown cells (counter line); HT-1080 IDH1 knockdown viability, ATP luminescence, 48 h; Potency, µM (series often up to 46.1 µM), for inactives: at the top dose activity, negative = toxicity, usual class: cytotoxic; 360,000 tested, 2% active;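 note: potency is the fitted concentration of half-maximal effect; 0% = DMSO wells and -100% = cell-free medium wells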
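HT-1080-IDH1KD cells (IDH1 knocked down), 750/well in RPMI with 5% FBS, treated with compound 48 h at 37 degrees C. Viability by CellTiter-Glo luminescence, normalised to DMSO and no-cell wells; concentration-response curves classed.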
HepG2 tox: kills HepG2 cells in TGF-b inhibitor counter-screen | HepG2 CAGA-GFP viability, ATP luminescence, 18 h | Potency, µM (doses to about 46.1 µM), inactives show at the highest dose activity change, negative = cytotoxicity, hits mostly cytotoxic | 410,000 tested, 0.76% active | AID 588856; note: potency is the fitted concentration of half-maximal effect; some results filed as inactive show a strong effect at the top dose
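CellTiter-Glo luminescence gave cytotoxicity after 18 hours at 37 degrees C. The cells were HepG2 CAGA-GFP in 1% FBS DMEM, stimulated with 500 pg/mL TGF-beta after compound addition. %Activity was normalised to no-cell wells (complete cell-killing) and DMSO (no toxicity), and curves were fitted and classified.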
ATXN viability: viability counter-screen for ATXN expression inhibitors; 400,000 tested, 0.49% active; S2 cells (HEK-293 line with an ATXN2-luciferase reporter) viability, CellTiter-Fluor protease fluorescence, 24 h; Potency, µM (series often up to 56.7 µM), hits mostly cytotoxic; note: potency is the fitted concentration of half-maximal effect; nearly all actives have a fitted effect of over 40% in size
IL1B secr inh: inflammasome signaling inhibition, IL-1 beta readout | THP-1 LPS/ATP IL-1B secretion, AlphaLISA, 16 h; hits give low values | 360,000 tested, 4.7% active | activity change, % at 57.5 µM; in the data active = activity change below about -50%; inconclusive = mostly about -30% to -49%; note: % is set by controls: 0 for no effect and ±100 for the full control effect
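Secreted IL-1B measured by AlphaLISA bead assay after 16 h compound exposure of THP-1 cells; compounds (final up to 57.5 uM) added 1 h before LPS (250 ng/mL) and ATP (1.25 mM) stimulation; lower signal means less secretion.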
* = called active by the depositor; i = inactive; ? = inconclusive; · = no result given; [ ] = remark or other dose. Unless noted, calls come from the whole dose curve; as a rule, active = well fitted curve in the direction sought with a large enough effect; inconclusive = small, poorly fitted or top-dose-only effect, or another doubt; inactive = no such curve, though single readings can be large; an effect the other way counts as inactive or inconclusive. An unsorted share of the library; 8.9% or so of the library scored in one or more.

SMILES	SW480 rerep	MCF10A rerep	ATXN2 expr inh	HT1080NT lethal	KB-3-1 cytotox	HT1080 IDH1KD tx	HepG2 tox	ATXN viability	IL1B secr inh
Cc1cc(C)c2cc(C)c3nnc(SCC(=O)NCc4ccc5c(c4)OCO5)n3c2c1	-4%	7%	-4%	-2%	0%	-3%	2%	i	-59*
CC(=O)OCCCCCCCCCCC[N+]1(C)CCCCC1	-569%[1.84 µM]	-5%	-23%	-2%	31%	0%	11%	·	7
Cc1ccc(CS(=O)Cc2ccc(C(=O)NCCc3ccccc3)o2)cc1 (stereo unspecified)	?	0%	9%	-3%	1%	1%	1%	i	4
Cc1c(Cl)cccc1NC(=O)Cn1nc(C(F)(F)F)c2c1CCC2	·	·	-1%	·	-1%	·	-18%	i	·
Cc1ccc(NS(=O)(=O)c2ccc(C(=O)NCCN3CCOCC3)cc2)cc1	19%	12%	-10%	0%	·	-3%	-35%	i	-10
O=Cc1c[nH]c2ccc(S(=O)(=O)N3CCCCC3)cc12	·	·	·	-2%	0%	7%	0%	i	1
COc1ccc(C(c2nnnn2C2CCCC2)N2CCc3ccccc3C2)cc1OC (stereo unspecified)	3%	10%	-15%	6%	-2%	-6%[9.24 µM]	-2%	i	?
c1ccc(OCc2nn3c(-c4ccco4)nnc3s2)cc1	-13%	3%	17%	7%	-5%	22%	5%	i	-19
c1ccc(Nc2ccc(-n3ccnc3)nn2)cc1	-18%	0%	·	9%	?	4%	6%	i	0
C=CCNC(=S)N/N=C/c1ccc(-c2ccc(Br)cc2)o1	?	13%	5%	-4%	-26%	-10%	-20%	i	-14
CCN(C(=O)CN1CCc2ccccc21)c1c(N)n(Cc2ccccc2)c(=O)[nH]c1=O	2%	-4%	-37%	3%	-3%	1%	-81%	i	19
CC1=C(C(=O)OCc2ccc3c(c2)OCO3)C(c2ccc(Cl)cc2)NC(=O)N1 (stereo unspecified)	7%	?	?	2.5µM*	?	2.2µM*	-19%	i	-19
Cc1c(C(=O)N(C)C)sc(NC(=O)c2cc([N+](=O)[O-])cc([N+](=O)[O-])c2)c1C#N	-8%	-6%	-8%	-6%	-17%	0%	-21%	i	4
CC(CCc1ccccc1)NC(=O)COC(=O)c1ccc(NC(=O)CC#N)cc1 (stereo unspecified)	1%	3%	·	0%	7%	14%	-35%	i	11
Cn1nnnc1SCC(=O)N1CCN(C(c2ccccc2)c2ccccc2)CC1	1%	3%	-1%	6%	4%	2%	8%	i	-13

An excerpt from above in order of count of non-hydrogen atoms, lowest first:
SMILES	SW480 rerep	MCF10A rerep	ATXN2 expr inh	HT1080NT lethal	KB-3-1 cytotox	HT1080 IDH1KD tx	HepG2 tox	ATXN viability	IL1B secr inh
c1ccc(OCc2nn3c(-c4ccco4)nnc3s2)cc1	-13%	3%	17%	7%	-5%	22%	5%	i	-19
Cc1c(Cl)cccc1NC(=O)Cn1nc(C(F)(F)F)c2c1CCC2	·	·	-1%	·	-1%	·	-18%	i	·
Cc1ccc(CS(=O)Cc2ccc(C(=O)NCCc3ccccc3)o2)cc1 (stereo unspecified)	?	0%	9%	-3%	1%	1%	1%	i	4
Cc1c(C(=O)N(C)C)sc(NC(=O)c2cc([N+](=O)[O-])cc([N+](=O)[O-])c2)c1C#N	-8%	-6%	-8%	-6%	-17%	0%	-21%	i	4
Cn1nnnc1SCC(=O)N1CCN(C(c2ccccc2)c2ccccc2)CC1	1%	3%	-1%	6%	4%	2%	8%	i	-13
Cc1cc(C)c2cc(C)c3nnc(SCC(=O)NCc4ccc5c(c4)OCO5)n3c2c1	-4%	7%	-4%	-2%	0%	-3%	2%	i	-59*

(cont.)
SMILES	SW480 rerep	MCF10A rerep	ATXN2 expr inh	HT1080NT lethal	KB-3-1 cytotox	HT1080 IDH1KD tx	HepG2 tox	ATXN viability	IL1B secr inh
O=C1Cc2ccccc2C(c2c(Cl)cccc2Cl)N1 (stereo unspecified)	-4%	-1%	5%	2%	19%	-21%	-3%	i	18
CCOc1cc(C(=O)Nc2ccc3c(c2)OCO3)ccc1OC(F)F	-11%	-2%	36%	-11%	0%	-14%	-2%	i	-65*
CN(C(=O)c1ccc(NC(=O)Cc2ccc(NC(=O)C3CCN(C(=O)C4CCCCC4)CC3)cc2)cc1)C1CCCC1	-26%[9.22 µM]	-32%[inhibitor]	12%	-5%	-2%	?	0%	?	93
CC(C)C[C@H](NC(=O)C1CC(=O)N(c2ccc3c(c2)OCO3)C1)C(=O)NC1CCCCC1 (stereo partly specified)	-26%	-1%	6%	21%	3%	8%	1%	i	-7
Cc1ccc(C(=O)NCCCNC(=O)c2ccccc2C)cn1	0%	-1%	-14%	10%	5%	-1%	6%	i	5
O=S1(=O)C[C@@H](N2CCN(CCO)CC2)[C@H](COCc2ccccc2)N1	·	·	11%	15%	-4%	-6%	-11%	i	-20
CN(C)c1cccc(CNC(=O)c2csc([C@H]3C[C@H](O)[C@@H](CO)O3)n2)c1	·	·	-4%	11%	0%	3%	3%	i	-7
Cc1nn(C)c(C(=O)N2CCOCC2)c1Cl	-5%	-10%	4%	21%	24%	15%	13%	i	26
CC(NC(=S)N1CCN(c2ccccc2)CC1)c1ccccc1 (stereo unspecified)	-5%	2%	-7%	8%	4%	5%	0%	i	-1
COC(=O)Nc1nc2c(C)cccc2s1	5%	2%	38%	?	5%	?	-8%	i	6
Cc1ccc(S(=O)(=O)N(C)CC(=O)Nc2cc(C)ccn2)cc1	-33%[inhibitor]	-1%	3%	-1%	4%	-1%	1%	i	40
Cc1ccccc1NS(=O)(=O)c1ccc(C(=O)NCC(C)(C)N2CCOCC2)cc1	-5%	?	-16%	-15%	-26%	-10%	-24%	i	2
COc1cccc(CNC(=O)c2nnc(Cc3ccc(Cl)cc3)o2)c1	·	·	-7%	·	-4%	·	-3%	i	·
CN(CCO)S(=O)(=O)c1ccc2c(c1)C(=O)c1cc(S(=O)(=O)N(C)CCO)ccc1-2	-9%	6%	-2%	1%	10%	2%	-1%	i	-8
COc1ccc(C(=O)NCc2ccc3c(c2)OCO3)cc1	0%	-1%	4%	0%	-1%	13%	-13%	i	4

Not a retest: two of the compounds above.
SMILES	SW480 rerep	MCF10A rerep	ATXN2 expr inh	HT1080NT lethal	KB-3-1 cytotox	HT1080 IDH1KD tx	HepG2 tox	ATXN viability	IL1B secr inh
CN(CCO)S(=O)(=O)c1ccc2c(c1)C(=O)c1cc(S(=O)(=O)N(C)CCO)ccc1-2	-9%	6%	-2%	1%	10%	2%	-1%	i	-8
COc1ccc(C(=O)NCc2ccc3c(c2)OCO3)cc1	0%	-1%	4%	0%	-1%	13%	-13%	i	4

Later entries.
SMILES	SW480 rerep	MCF10A rerep	ATXN2 expr inh	HT1080NT lethal	KB-3-1 cytotox	HT1080 IDH1KD tx	HepG2 tox	ATXN viability	IL1B secr inh
O=C1COc2ccc(C(=O)COC(=O)c3ccccc3Cl)cc2N1	0%	-6%	9%	2%	1%	0%	-1%	i	6
COc1ccccc1S(=O)(=O)Cc1ccc(C(=O)NCc2cccnc2)o1	0%	1%	-15%	2%	?	-7%	-2%	i	-3
O=C1N(c2cccc(Cl)c2)C(c2ccc(Cl)cc2)N2CCCN12 (stereo unspecified)	-1%	1%	1%	0%	?	1%	-1%	i	-2
CN(C)S(=O)(=O)c1ccc(F)c(C(=O)Nc2ccccc2C(=O)NC2CC2)c1	2%	-6%	-18%	0%	0%	-3%	-26%	i	7
COc1ccc(CN(C)C(=O)c2ccc(NS(=O)(=O)c3ccc(C)c([N+](=O)[O-])c3)cc2)c(OC)c1OC	10%	10%	-5%	-4%	-20%	-20%	20%	i	-28
COc1ccc(C(=O)OCC(=O)c2ccc3c(c2)NC(=O)CO3)cc1[N+](=O)[O-]	0%	-1%	-19%	0%	?	1%	-3%	i	2
CC(Oc1ccc(Br)cc1)C(=O)NC1CCN(Cc2ccccc2)CC1 (stereo unspecified)	20%	24%	-39%	-17%	?	-14%	-7%	i	-81*
COc1ccccc1C(=O)OCC(=O)Nc1ccccc1OC(F)F	-4%	1%	·	-15%	16%	-1%	-26%	i	0
C/C(N)=C(/C#N)C(=O)CSc1nc2ccccc2c(=O)n1CCCO	-3%	0%	-4%	4%	3%	16%	14%	?	11
Cc1ccc(/C=N/N2CCN(Cc3ccc(C)cc3)CC2)cc1	-9%	0%	1%	4%	6%	2%	-24%	i	2
O=C(CN1C(=O)COc2ccccc21)NCCN1CCCC1	-3%	1%	·	5%	3%	7%	-47%	i	-3
COc1ccccc1N1CCN(C(=O)C(C)N(c2ccccc2)S(C)(=O)=O)CC1 (stereo unspecified)	2%	2%	-3%	5%	-4%	7%	-24%	i	26
COc1cccc(NC(=O)c2cccc3c(=O)c4c([nH]c23)CCCC4)c1	·	·	-14%	·	-15%	·	-15%	i	·
CN(C)CCN(C(=O)c1ccco1)c1nc2c(F)cc(F)cc2s1	·	·	-6%	·	-6%	·	-22%	i	·
Cn1c(SCC(=O)NCCc2ccc(S(N)(=O)=O)cc2)nc2ccccc2c1=O	-3%	-5%	-19%	-14%	-5%	0%	-9%	i	3
CC(NC(=O)c1cccc2ccccc12)c1ccc2c(c1)CCCC2 (stereo unspecified)	?	?	5%	11%	10µM*	19%	-11%	i	-7
CNC(=O)/C(C#N)=C/c1ccc(OCCOc2ccccc2)cc1	?	1%	·	-1%	2%	1%	-23%	i	2

Assay outcomes from PubChem BioAssay.
